# Source: PubChem BioAssay
# ELG1 DNA repair: qHTS screen for small molecules that inhibit ELG1-dependent DNA repair in human embryonic kidney (HEK293T) cells expressing luciferase-tagged ELG1. Potency, µM (series often up to 46.1 µM), for the others: at the highest dose activity change, negative = inhibition, usual class: inhibitors. HEK293T ELG1-luciferase reporter, luminescence, 16 h; DNA damage induced by 5-fluorouridine. 2.3% of 330,000 active. AID 504467, 2011; also: potency is read from the fitted curve at half-maximal effect; % is scaled to controls: 0 for no effect and ±100 for the full control effect; nearly all actives have a fitted effect of over 55% in size
#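 Overnight (16 hr) co-exposure of 2,000 cells/well to 5-fluorouridine and compound at 37 °C preceded detection. Luciferase was quantified via ONE-Glo luminescence; loss of signal denotes inhibition.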
# NPC1 promoter act: qHTS Assay for NPC1 Promoter Activators; Huh7 NPC1 promoter luciferase reporter, 24 h; Potency, µM (doses to about 9.22 µM), without a hit: at the top dose activation, usual class: activators; 2.4% of 320,000 active;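 also: potency is read from the fitted curve at half-maximal effect; % of control where 0% means no effect; nearly all actives have a fitted effect of over 60% in size; reporter is driven by a mutant NPC1 promoter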
#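 Stably transfected Huh7 (NPC1 promoter→luciferase), 1500 cells/well in Opti-MEM + 10% FBS, 2 h settle, then compound 24 h at 37 °C. Luminescence after 10 min with Amplite reagent.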
# ELG1 genotox: qHTS screen for small molecules that induce genotoxicity in human embryonic kidney (HEK293T) cells expressing luciferase-tagged ELG1. AID 504466, 2011. Potency, µM (top dose mostly 46 µM), for inactives: at the top dose activity change, positive = activation, most hits filed as activators. 1.3% of 330,000 active. HEK293T ELG1-luciferase reporter, luminescence, 16 h; also: potency is read from the fitted curve at half-maximal effect; % of control where 0% means no effect; nearly all actives have a fitted effect of over 60% in size
#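 Genotoxicity was scored as increased ELG1-luciferase reporter signal, measured by ONE-Glo luminescence (30 min, room temperature). Compound or vehicle exposure of the HEK293T reporter cells lasted 16 hr at 37°C.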
# p53 reactivation: qHTS assay for re-activators of p53 using a Luc reporter. H1299 p53-A138V BP100-luciferase reporter, luminescence, 24 h. Potency, µM (titrated, usually from 92.2 µM), without a hit: at the top dose activity change, positive = activation, most hits filed as activators. 0.063% of 320,000 active. AID 504706, 2011; also: potency is read from the fitted curve at half-maximal effect; % of control where 0% means no effect; nearly all actives have a fitted effect of over 45% in size
#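 p53-null H1299 cells stably carrying temperature-sensitive p53-A138V and a BP100-luciferase reporter were pinned with compounds (4-point, 1:5 series) and held 24 hrs at 37 deg C. Luminescence was read 10 min after detection reagent.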
# TRPV1 agonist: HTS Assay for Compounds that Act as Agonists of the Vanilloid Receptor 1. Transient receptor potential cation channel subfamily V member 1 (Homo sapiens), Q8NER1. TRPV1-expressing cells, Fluo-8 calcium influx, agonist mode. activation, % at 8.33 µM. 0.19% of 320,000 active. AID 540275, 2011; in the data active = activation above about 80%; inconclusive = between about 30% and that limit; also: 0% is about no effect
# Target sequence (Q8NER1 whole entry, looked up): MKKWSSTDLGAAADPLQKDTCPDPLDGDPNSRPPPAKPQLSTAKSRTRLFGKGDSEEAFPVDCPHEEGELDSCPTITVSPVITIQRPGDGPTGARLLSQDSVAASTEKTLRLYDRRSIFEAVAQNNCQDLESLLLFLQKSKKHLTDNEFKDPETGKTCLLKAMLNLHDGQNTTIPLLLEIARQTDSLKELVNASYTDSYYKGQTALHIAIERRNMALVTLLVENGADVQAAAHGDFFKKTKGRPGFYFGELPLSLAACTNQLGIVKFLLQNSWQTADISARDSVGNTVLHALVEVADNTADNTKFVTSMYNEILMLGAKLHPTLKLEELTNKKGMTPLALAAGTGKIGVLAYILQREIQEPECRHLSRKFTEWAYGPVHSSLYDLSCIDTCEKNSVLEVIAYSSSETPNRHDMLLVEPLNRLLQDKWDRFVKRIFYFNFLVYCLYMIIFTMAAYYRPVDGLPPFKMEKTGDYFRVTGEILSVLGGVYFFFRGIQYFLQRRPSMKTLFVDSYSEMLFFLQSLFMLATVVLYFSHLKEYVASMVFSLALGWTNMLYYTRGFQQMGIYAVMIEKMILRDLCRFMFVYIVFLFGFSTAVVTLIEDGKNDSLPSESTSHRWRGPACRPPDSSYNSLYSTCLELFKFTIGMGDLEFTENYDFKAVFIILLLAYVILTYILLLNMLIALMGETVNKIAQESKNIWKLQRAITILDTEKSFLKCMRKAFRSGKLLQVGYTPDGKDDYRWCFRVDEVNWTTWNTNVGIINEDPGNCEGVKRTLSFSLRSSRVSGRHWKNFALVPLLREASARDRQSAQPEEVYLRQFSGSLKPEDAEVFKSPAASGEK
#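 TRPV1-expressing cells were cultured overnight at 35.5C and loaded with Fluo-8 calcium dye for 40 to 90 min at room temperature. After a 10 s baseline, compound was added and calcium influx was read kinetically for 3 min (ex 480/em 520 nm).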
# Gal4-VP16 FLuc: VP16 counterscreen qHTS for inhibitors of ROR gamma transcriptional activity; Drosophila S2 Gal4-VP16 UAS-luciferase, luminescence, 20 h; Potency, µM (top dose mostly 53.6 µM), for inactives: at the top dose activity, negative = inhibition, actives largely listed as inhibitors; 3.5% of 310,000 active; AID 2546, 2010;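 also: Gal4-VP16 expression switched on by copper sulfate through the metallothionein promoter; potency is read from the fitted curve at half-maximal effect; % is scaled to controls: 0 for no effect and ±100 for the full control effect; nearly all actives have a fitted effect of over 50% in size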
# FLuc counter: qHTS profiling assay for firefly luciferase inhibitor/activator using purifed enzyme and Km concentrations of substrates (counterscreen for miR-21 project); purified FLuc, Km substrates, luminescence inhibition; 6.9% of 360,000 active; Potency, µM (doses to about 57.5 µM), for the others: at the highest dose activity change, negative = inhibition, actives largely listed as inhibitors; Luciferin 4-monooxygenase (Photinus pyralis), P08659;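 also: potency is read from the fitted curve at half-maximal effect; plate controls were vehicle for no effect and reference inhibitor for full effect; nearly all actives have a fitted effect of over 55% in size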
#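 Purified P. pyralis luciferase, 10 nM final, with Km-level 10 uM D-luciferin and 10 uM ATP in 50 mM Tris acetate pH 7.5, 10 mM Mg acetate, 0.01% Tween-20, 0.05% BSA; 6-point qHTS titration about 60 µM downward; luminescence read.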
# Tb PFK block: qHTS Assay to Find Inhibitors of T. brucei phosphofructokinase; T. brucei PFK, ADP-Glo luminescence; Potency, µM (doses to about 57.5 µM), without a hit: top-dose activity, negative = inhibition, usual class: inhibitors; 0.17% of 330,000 active;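 also: potency is read from the fitted curve at half-maximal effect; 0% = uninhibited 1x PFK enzyme wells and -100% = no-enzyme wells; nearly all actives have a fitted effect of over 60% in size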
#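 Activity is normalized to no-enzyme wells (full inhibition) and 1.25 nM enzyme wells (no inhibition). Reaction: 0.5 mM F6P, 0.1 mM ATP, 45 min RT, ADP-Glo luminescence; concentration-response curves fitted and classed by quality.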
# RORgamma inh: qHTS for inhibitors of ROR gamma transcriptional activity; Nuclear receptor ROR-gamma (Mus musculus), P51450; Drosophila S2 Gal4-RORgamma UAS-luciferase reporter, 20 h; Potency, µM (highest dose often 53.6 µM), without a hit: at the highest dose activity change, negative = inhibition, most hits filed as inhibitors; 5.4% of 310,000 active; also: potency is read from the fitted curve at half-maximal effect; % is scaled to controls: 0 for no effect and ±100 for the full control effect; nearly all actives have a fitted effect of over 60% in size
#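 Stable Schneider cell line, Gal4 DNA-binding domain fused to ROR gamma, UAS-luciferase. Cmpd 1 hr RT → CuSO4 700 uM final → 20 hr RT → luciferase reagent 10 min → luminescence.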
# Rab9 prom act: qHTS Assay for Rab9 Promoter Activators; Huh7 Rab9 promoter-luciferase reporter, luminescence, 24 h; Potency, µM (series often up to 9.22 µM), for inactives: at the highest dose activation, negative = inhibition, actives largely listed as activators; 2.8% of 320,000 active; also: potency is read from the fitted curve at half-maximal effect; % of control where 0% means no effect; nearly all actives have a fitted effect of over 60% in size
#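 Luminescence from Amplite-detected luciferase (10 minutes, ambient) reports Rab9 promoter activation. Before that, stable Rab9-luciferase Huh7 cells (1500/well, reduced-serum OP-MEM I plus 10% FBS) were exposed to compound for 24 hours at 37C.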
# BRCA1 expr act: qHTS Assay to Identify Small Molecule Activators of BRCA1 Expression | MCF7-BRCA1-FFLuc reporter, luminescence, 48 h; response scale: scaled: vehicle 0%, 10 µM genistein 100% | AID 624202, 2012 | 1.1% of 380,000 active | Potency, µM (doses to about 46.1 µM), without a hit: top-dose activation, usual class: activators; also: potency is read from the fitted curve at half-maximal effect; nearly all actives have a fitted effect of over 80% in size; some results filed as inactive show a strong effect at the top dose
#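 Using MCF7 cells harboring a BRCA1 firefly luciferase reporter, plated 2 h before compound pinning, the screen measured luminescence after 48 h incubation. Responses were normalized to DMSO and 10 microM genistein, then fitted for concentration-effect.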
# Numbers without * were called inactive; ? = inconclusive; nt = not tested or not shown; & = joins results of further samples; [ ] = dose if it differs, or a comment. Unless noted, calls follow the shape of the dose curve; as a rule, active = well fitted curve in the direction sought with a large enough effect; inconclusive = small, poorly fitted or top-dose-only effect, or another doubt; inactive = no such curve, though single readings can be large; an effect the other way counts as inactive or inconclusive. No enrichment for hits; 15% or so of the library scored in one or more.
SMILES,ELG1 DNA repair,NPC1 promoter act,ELG1 genotox,p53 reactivation,TRPV1 agonist,Gal4-VP16 FLuc,FLuc counter,Tb PFK block,RORgamma inh,Rab9 prom act,BRCA1 expr act
CCOC(=O)CSc1nc(-c2ccncc2)ccc1C#N,?,1.3µM*,?,?,8,-2%,?,-7%,19%,0.4µM*,?
Cn1c(NC(=O)c2ccccc2F)cc(=O)n(C)c1=O,?,0%,1%,7%,0,-2%,0%,-24%,11%,-1%,3%
Cc1ccc(S(=O)(=O)Nc2cc(C(F)(F)F)ccc2N2CCOCC2)c(C)c1,3%,-3%,-2%,14%,23,-12%,-1%,-10%,?,-13%,-31%
CN(C)c1ccc(C(=O)OCC(=O)c2ccc[nH]2)cc1,?,nt,16µM*,?,nt,nt,nt,2%,nt,nt,?
COC(=O)Cc1c(C)c2ccc(OC(=O)c3ccccc3)cc2oc1=O,15%,-3%,0%,?,3,-4%,15µM*,1%,2%,0%,6%
O=C(COc1ccc2ccc(=O)oc2c1)N1CC[C@@]2(O)CCCC[C@H]2C1,10%,2%,2%,9%,0,-4%,0%,-1%,-5%,5%,-24%
COc1ccc(C(=O)NC2CCCCC2)cc1S(=O)(=O)N1CCCC1,1%,-3%,5%,-3%,-3,11%,3%,3%,39%,-2%,30%
O=C(CCC(=O)c1ccc(Oc2ccccc2)cc1)Nc1ccc(Cl)cc1Cl,16%,-2%,0%,3%,6,0%,4%,5%,-1%,1%,12%
CC(=O)Nc1ccc(S(=O)(=O)N2CCc3cc4c(cc3C2C)OCCCO4)cc1 (stereo not given),-11%,-6%,-2%,1%,-1,1%,-2%,-2%,31%,13%,-11%
O=C(O)CN(CCO)CCN(CC(=O)O)CC(=O)O,2%,-4%,1%,1%,3,-4%,4%,3%,1%,3%,nt
CN(C)S(=O)(=O)c1cc(S(=O)(=O)N(C)C)c(Cl)cc1N,-5%,11%,-5%,-6%,3,1%,3%,3%,40%,-3%,1%
Cn1nc(C(=O)NCc2ccccc2)c2c1-c1ccccc1S(=O)(=O)C2,-8%,-1%,0%,-13%,4,-4%,0%,4%,25%,-1%,2%

# Printed as active in Rab9 prom act, among the entries above:
SMILES	NPC1 promoter act	p53 reactivation	TRPV1 agonist	RORgamma inh	Rab9 prom act
CCOC(=O)CSc1nc(-c2ccncc2)ccc1C#N	1.3µM*	?	8	19%	0.4µM*

# Later entries.
SMILES,ELG1 DNA repair,NPC1 promoter act,ELG1 genotox,p53 reactivation,TRPV1 agonist,Gal4-VP16 FLuc,FLuc counter,Tb PFK block,RORgamma inh,Rab9 prom act,BRCA1 expr act
COc1cccc(-c2ccc3ncnc(N(C)Cc4ccco4)c3c2)c1,?,-2%&-1%,-2%,?,?,8%,1%&-3%,3%&1%,1%,-4%&-1%,-25%
OC(CNCC1CCCO1)Cn1c2ccc(Cl)cc2c2cc(Cl)ccc21 (stereo not given),-4%,-5%,0%,-16%,5,-12%,0%,-8%,-11%,0%,-62%
O=[n+]1cc(-c2cc3ccccc3o2)n([O-])c2c1CCCC2,?,?,8%,?,0,14%,?,-3%,0%,?,?
COc1ccc(CCNC2CC(=O)N(CCc3ccc(OC)c(OC)c3)C2=O)cc1 (stereo not given),-7%,-1%,-1%,0%,-1,-6%,0%,-10%,-3%,-2%,1%
Cc1cc(/C=N\O)c(C)n1-c1ccncc1,0%,-2%,2%,1%,-3,4%,0%,-1%,-16%,3%,-30%
CSc1ccc(/C=N/N2CCN(Cc3ccccc3)CC2)cc1,12%,3%,3%,6%,-2,-23%,?,-5%,25%,11%,36%
O=C1C2C3C=CC(CC3)C2C(=O)N1c1ccccc1[N+](=O)[O-] (stereo not given),-7%,4%,-3%,-3%,-5,-7%,-9%,-1%,-9%,-1%,-15%
NC(N)=N/N=C/c1ccc(OCc2ccc(Cl)cc2Cl)cc1,-3%,-1%,1%,-12%,-1,?,17µM*,-3%,?,-8%,-20%
O/N=C\c1ccc(-c2ccccc2)o1,?,22%,15%,?,-3,-9%,13µM*,-4%,-12%,24%,?
CCOc1ccccc1NC(=O)CCc1nnc2ccc(NCc3ccco3)nn12,5%,3%,3%,-1%,0,-5%,0%,0%,1%,0%,-29%
NC(=O)C1CCN(c2oc(-c3ccc(F)cc3)nc2S(=O)(=O)c2ccccc2)CC1,?,1%,0%,4%,0,nt,-1%,0%,nt,-8%,-22%
Cc1c(C(=O)N2CCCC2)c(S(=O)(=O)Nc2ccccc2Cl)c(C)n1C,0%,-3%,0%[9.26 µM],5%,1,-2%,3%,0%,-4%,4%,-31%
Cn1c(SCC(=O)Nc2nccs2)nnc1C12CC3CC(CC(C3)C1)C2,6%,-2%,-1%,3%,14,-21%,?,-4%,?,-1%,7%
COc1cccc(NC(=O)NNS(=O)(=O)c2ccc(OC)cc2OC)c1,0%,0%,1%,19%,-5,0%,0%,1%,6%,8%,0%
COc1ccccc1/C=N/NC(=O)c1ccc(CN2C(=O)c3cccc4cccc2c34)cc1,-10%,-7%,0%,-3%,-6,-11%,2%,0%,-7%,-1%,-37%
O=[N+]([O-])c1cccc(-c2nnc(SCc3cccnc3)o2)c1,8%,6%,1%,11%,0,-14%,-5%,-1%,-9%,24%,50%
CCc1cccc2c(C(=O)C(F)(F)F)cn(CC(=O)N3CCOCC3)c12,3%,2%,0%,-2%,4,-11%,-2%,-1%,9%,-11%,-13%
CCOC(=O)Cc1csc(NC(=O)NC2(C(F)(F)F)Oc3ccc(Cl)cc3O2)n1 (stereo not given),-14%,-4%,?,4%,0,?,2%,-23%,-5%,0%,-43%
NS(=O)(=O)c1ccc(NC(=O)COc2ccc(Cl)cc2)cc1,-1%,-2%,0%,-1%,?,-3%,-3%,1.9µM*,8%,2%,4%
COc1ccc2cc3c(N)nn(C(=O)c4cccc(F)c4)c3nc2c1,0%,20%,-5%,-4%,0,?,-6%,1%,?,4%,11%
Cc1cc[n+](CC[n+]2ccc(C)cc2)cc1,3%,0%,-6%,-2%,3,nt,1%,0%,nt,-1%,3%
CN(C)CCN=Cc1c(O)n(Cc2ccccc2)c(=O)c2ccccc12,-9%,-7%,2%,-1%,4,?,-2%,-13%,13µM*,5%,-1%
Cc1cc2c(cc1C)CSC(c1ccccc1O)SC2,1%,-1%,-8%,12%,1,-18%,-2%,0%,-25%,2%,-18%
CC(C)(C)OC(=O)C[C@@H]1C/C=C\C[C@@H](CC(=O)NCCO)C(=O)NCCOC1=O,?,nt,1%,4%,nt,nt,nt,0%,nt,nt,0%
CCN(CCn1cccn1)C(=O)c1cc(COc2cccc3cccnc23)on1,5%,-6%,1%,-2%,-2,1%,1%,8%,30%,10%,9%
COC(=O)c1nnc(-c2ccccc2)c(-c2ccccc2)n1,-4%,2%,1%,-2%,-2,-6%,5%,2%,-19%,1%,7%
Cc1ccc(C(C(=O)NC(C)(C)C)N(Cc2cccs2)C(=O)c2ccc3c(c2)OCCO3)cc1 (stereo not given),-11%,-2%,-6%,0%,22,-15%,7%,1%,21%,-1%,-52%
O=S(=O)(Nc1ccc2c(c1)nc1n2CCN(Cc2ccccc2)C1)c1ccc(Cl)cc1,?,0%,-23%,1%,3,-22%,-6%,2%,?,0%,2%[1.84 µM]
COc1cccc2cc(C(=O)N3CCN(C45CC6CC(CC(C6)C4)C5)CC3)c(=O)oc12,-7%,2%,-1%,3%,5,3%,3%,1%,-11%,1%,7%
Cc1cc(C(=O)Nc2ccccc2Cc2ccccc2)no1,5%,-2%,5%,2%,5,-3%,-1%,0%,-6%,17%,-26%
CC(C)n1nnnc1-c1cc(Cl)cc(Cl)c1,-1%,1%,-1%,3%,0,4%,3%,1%,0%,-5%,6%
CCOc1ccc(CCNC(=O)CCCn2nc(C)c3c(C)n(-c4ccccc4)nc3c2=O)cc1,-14%,0%,-3%,3%,3,-15%,2%,-13%,-7%,-5%,-1%
